Screening results from PubChem BioAssay.
AmpC detergent: blocks E. coli AmpC beta-lactamase in detergent assay; P00811; AmpC hydrolysis of nitrocefin, absorbance 480 nm, 0.01% Triton; Potency, µM (series often up to 114 µM), inactives show top-dose activity change, negative = inhibition, hits mostly inhibitors; 370,000 tested, 0.041% active;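 further: potency means the concentration at half of the fitted maximal effect; 0% = no-compound wells and -100% = no-enzyme wells; nearly all actives have a fitted effect of over 25% in size; some results filed as inactive show a strong effect at the top dose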
Target sequence (P00811 whole entry, looked up): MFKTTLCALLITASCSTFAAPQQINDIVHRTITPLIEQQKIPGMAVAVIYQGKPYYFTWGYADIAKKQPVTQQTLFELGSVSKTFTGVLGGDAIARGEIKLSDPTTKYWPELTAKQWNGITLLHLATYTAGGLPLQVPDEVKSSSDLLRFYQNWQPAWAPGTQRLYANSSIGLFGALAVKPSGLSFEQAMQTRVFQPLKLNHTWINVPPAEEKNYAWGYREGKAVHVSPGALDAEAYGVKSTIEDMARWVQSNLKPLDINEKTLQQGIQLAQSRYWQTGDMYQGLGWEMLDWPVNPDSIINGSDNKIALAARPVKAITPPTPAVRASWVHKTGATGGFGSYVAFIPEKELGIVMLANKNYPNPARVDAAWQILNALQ
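20 mM phosphate pH 7.0 + 0.01% (detergent screen) or 0.0001% Triton X-100; 5.3 nM AmpC reagent; cpd preinc 15 min RT; nitrocefin (800 uM stock) to start; A480 q20 s × 4 min; Activity was normalised to no-enzyme and no-compound control wells.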
HCV inhibitor: HCV inhibition. Huh7.5.1 HCVcc-Cre infection, luciferase reporter, 44 h. AID 651820. 340,000 tested, 3.4% active. Potency, µM (highest dose often 41.8 µM), for the others: at the top dose activity change, negative = inhibition, most hits filed as inhibitors; further: potency means the concentration at half of the fitted maximal effect
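A cell-based infection assay in which seeded cells (1,000 per well) receive test compound after 4 h, are inoculated with HCVcc-Cre at approximately 0.5 moi, and are incubated 44 h before luminescence detection.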
AmpC inh no detg: AmpC beta-lactamase inhibition without detergent; AmpC nitrocefin hydrolysis, absorbance 480 nm, 0.0001% Triton; Potency, µM (series often up to 57.1 µM), inactives show at the top dose activity change, negative = inhibition, hits mostly inhibitors; 330,000 tested, 0.52% active; AID 485341;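 further: potency means the concentration at half of the fitted maximal effect; plate controls were no compound for no effect and no enzyme for full effect; nearly all actives have a fitted effect of over 20% in size; some results filed as inactive show a strong effect at the top dose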
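AmpC (5.3 nM in the dispensed reagent) in 20 mM phosphate pH 7.0 with 0.01% (detergent screen) or 0.0001% Triton X-100 was preincubated with compounds for 15 min at room temperature. Nitrocefin was then added from an 800 uM solution, and hydrolysis was followed at 480 nm.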
Giardia FBPA inh: blocks Giardia fructose-bisphosphate aldolase activity. A8B2U2. purified Giardia FBPA. Potency, µM (titrated, usually from 59.6 µM), for the others: top-dose activity, negative = inhibition, actives largely listed as inhibitors. 290,000 tested, 0.71% active. AID 2451; further: potency means the concentration at half of the fitted maximal effect; nearly all actives have a fitted effect of over 55% in size
Target sequence (A8B2U2 whole entry, looked up): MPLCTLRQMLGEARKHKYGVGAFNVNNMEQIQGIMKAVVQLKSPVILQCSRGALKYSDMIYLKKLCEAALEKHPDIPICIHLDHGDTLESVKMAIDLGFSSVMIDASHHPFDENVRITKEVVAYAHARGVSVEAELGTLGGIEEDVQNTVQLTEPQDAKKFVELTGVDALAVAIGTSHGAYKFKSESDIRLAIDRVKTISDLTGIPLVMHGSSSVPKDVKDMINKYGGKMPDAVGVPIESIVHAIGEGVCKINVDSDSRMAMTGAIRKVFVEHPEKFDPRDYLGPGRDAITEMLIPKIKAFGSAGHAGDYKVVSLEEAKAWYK
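40 nM FBPA preincubated 10 min at RT with compound (up to 57.5 uM final), then substrate plus GAPDH/TPI/NAD/arsenate coupling and diaphorase/resazurin added. Fluorescence read after 20 min at RT, 525/598 nm.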
HCMV antiviral: inhibitors of human cytomegalovirus | AID 1259415 | HFF cells, HCMV-luciferase reporter, 72 h; active compounds read low | activity change, negative = inhibition, % at 57.5 µM | 410,000 tested, 4.5% active; in the data active means activity change below about -60%; inconclusive means no clear call, values can overlap the other calls; inactive means above about -39%
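Luciferase read-out from HCMV-luciferase-infected HFFs (MOI 1 PFU/cell) 72 h post infection at 37C; compounds added after 16 h cell attachment; activity normalized between buffer-only basal and Salinomycin (10uM) inhibitor controls.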
Sm TGR block: inhibitors of Schistosoma mansoni thioredoxin glutathione reductase | Q962Y6 | purified TGR, DTNB reduction, TNB absorbance 405 nm | Potency, µM (doses to about 114 µM), for the others: top-dose activity change, negative = inhibition, most hits filed as inhibitors | 360,000 tested, 3% active | AID 485364; further: potency means the concentration at half of the fitted maximal effect; nearly all actives have a fitted effect of over 60% in size
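First, TGR (20 nM dispensed) and NADPH were mixed with compound. Second, a 15 min room-temperature incubation followed. Third, further NADPH and then DTNB were added to start the reaction. Finally, TNB absorbance was monitored kinetically.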
* = called active by the depositor; ? = inconclusive; / = not tested or not shown; [ ] = remark or other dose. Unless noted, the call rests on the fitted dose curve; in most records, active means well fitted curve in the direction sought with a large enough effect; inconclusive means small, poorly fitted or top-dose-only effect, or another doubt; inactive means no such curve, though single readings can be large; an effect the other way counts as inactive or inconclusive. Unless noted, on the % scale 0 is the no-effect control and ±100 the full control effect.

SMILES	AmpC detergent	HCV inhibitor	AmpC inh no detg	Giardia FBPA inh	HCMV antiviral	Sm TGR block
COC(CN(C)C(=O)C1CCC(CNS(=O)(=O)c2ccc(C)cc2)CC1)OC (stereo unspecified)	-13%	6%	17%	-4%	23	7%
CCN(Cc1cc2ccccc2[nH]c1=O)S(=O)(=O)c1ccccc1	1%	?	-16%	-2%	?	5%
CC(=O)Oc1ccc2c(c1)Oc1cc(OC(C)=O)ccc1C21OC(=O)c2ccccc21	-5%	0%	37%	2%	/	-4%
O=C(NN1C(=O)C2C3C=CC(C4CC34)C2C1=O)c1cccc(Cl)c1 (stereo unspecified)	-10%	17%	-23%	0%	?	2%
CSc1cccc(NS(=O)(=O)c2ccc3c(c2)CCN3C(C)=O)c1	-14%	5.6µM*	-2%	16%	-88*	27%
CC1(C)CC(N2CCCC2)=CC(=[N+]2CCCCCC2)C1	1%	?	10%	4%	-98*	-8%
CCC(C)NC(=O)CSc1nc2ccc(N3CCOCC3)cc2c(=O)n1CCc1ccccc1 (stereo unspecified)	2%	5%	-28%	?	/	5%
COc1ccc(CNC(=O)CCCn2c(SCC(N)=O)nc3cc4c(cc3c2=O)OCO4)cc1	3%	/	/	/	-26	-2%
CNC(=S)Nc1ccc2nc(C)oc2c1	-1%	6%	-19%	-5%	-4	-3%
CCSC1=N/C(=C\c2ccccc2)C(=O)N1c1ccc(OC)cc1	-10%	10µM*	-28%	6%	?	2%
CCOc1ccc(-n2c(N)c(-c3nc4ccccc4n3C)c3nc4ccccc4nc32)cc1	-2%	24%	-14%	10%	5	1%
COc1cc(C(=O)c2nccc3cc(OC)c(OC)cc23)c([N+](=O)[O-])cc1OC	-13%	?	129%[activator]	?	-3	-1%
CCn1c(=N)c(C(=O)NCc2ccccc2)cc2c(=O)n3cccc(C)c3nc21	7%	/	/	/	-2	4%
CCOc1cc(N2CCOCC2)c(OCC)cc1NC(=O)COC(=O)CCOc1cc(C)ccc1C	1%	18%	-11%	/	7	-30%
Cc1nc(NC(=O)c2ccccc2)sc1-c1csc(NCc2ccco2)n1	?	?	-29%	-9%	/	-35%
O=C(Nc1ccccc1)[C@@H]1[C@@H]2C(=O)N(c3ccc(F)cc3)C(=O)[C@@H]2[C@H]2C=CC=NN21	-9%	14%	14%	?	31	?
Cc1[nH]ccc(=O)c1OC1OC(CO)C(O)C(O)C1O (stereo unspecified)	-13%	4%[8.37 µM]	-12%	8%	-18	-13%
C[C@]12CCC3C(CC[C@H]4C[C@H](O)CC[C@]34C)C1C[C@H](O)[C@@H]2O (stereo partly specified)	/	-3%	-11%	/	-7	/
COc1ccccc1OCc1ccc(C(=O)OCC2CCCO2)o1 (stereo unspecified)	5%	-10%	22%	4%	-11	?
COc1ccc(OC)c(-n2c(=S)[nH]c3c(sc(=S)n3-c3ccccc3C)c2=O)c1	?	?	-23%	2%	-39	-10%
CCc1ccccc1NC(=O)CSCc1cnn(-c2ccccc2)c1-n1cccc1	-6%	/	/	/	-22	2%
COc1ccc(/C=C(\NC(=O)c2ccccc2)C(=O)NCCN2CCOCC2)cc1OC	-15%	12%	-12%	-5%	-26	9%
CCn1cc(C(=O)N2CCN(c3ccccc3F)CC2)c(=O)c2ccc(C)nc21	5%	5%	30%	4%	19	14%
CCCn1c2ccccc2c2cnn(CC(=O)NCCc3ccc(OCC)cc3)c(=O)c21	1%	/	/	/	-36	8%
CN1CC(=O)N(CC(=O)Nc2ccc3c(c2)CCC3)C1=O	1%	-4%	-19%	2%	13	0%

Overlap with the part before: 3 compounds, followed by the next part.
SMILES	AmpC detergent	HCV inhibitor	AmpC inh no detg	Giardia FBPA inh	HCMV antiviral	Sm TGR block
CCn1cc(C(=O)N2CCN(c3ccccc3F)CC2)c(=O)c2ccc(C)nc21	5%	5%	30%	4%	19	14%
CCCn1c2ccccc2c2cnn(CC(=O)NCCc3ccc(OCC)cc3)c(=O)c21	1%	/	/	/	-36	8%
CN1CC(=O)N(CC(=O)Nc2ccc3c(c2)CCC3)C1=O	1%	-4%	-19%	2%	13	0%
O=C(Nc1ccncc1)C1CC(=O)N(c2ccc(F)cc2)C1 (stereo unspecified)	-2%	14%	-8%	-9%	-23	-1%
Cc1ccc(N2C(=O)NC(NC(=O)c3ccc(Cl)cc3)(C(F)(F)F)C2=O)cc1 (stereo unspecified)	-2%	?	29%[2.29 µM]	-1%	-13	-5%
C=CCNc1nc(C(=O)OCC(=O)c2ccc(Cl)cc2)cs1	-11%	-4%	-43%	/	-23	-14%
COc1cc(C2CC(=O)Nc3c2c(=O)[nH]c2nc4ccccc4n32)ccc1O (stereo unspecified)	3%	/	/	/	-7	1%
O=C(N1CCCCC1)N1CCN(c2ccc(Cl)cc2)CC1	3%	-13%	58%	5%	?	5%
COc1ccc(C2C(C(=O)Nc3ccccc3)=C(C)Nc3nc(-c4ccc(Cl)cc4)nn32)cc1 (stereo unspecified)	-5%	/	/	/	?	-21%
CCCCSC(=S)NC1CCS(=O)(=O)C1 (stereo unspecified)	-5%	12%	-13%	1%	-84*	-2%
Cc1ccc(Cl)cc1NC(=O)COC(=O)CC(C)(C)C	?	4%	-7%[11.4 µM]	0%	-28	?
CCn1c(SC)nc2cc(S(=O)(=O)N3CCCCC3)ccc21	-17%	?	-10%	/	16	-9%
O=C(NCc1nc2ccccc2[nH]1)c1cccc(S(=O)(=O)N2CCOCC2)c1	-3%	-5%	-17%	2%	8	-1%
COc1ccc([N+](=O)[O-])cc1N(CC(=O)NCCCOC(C)C)S(C)(=O)=O	3%	10%	0%	1%	-19	15%
CCOC(=O)N1CCN(C(=O)c2c(Cl)cnn2C)CC1	-12%	14%	2%	/	19	4%
Cc1oc2c(O)c(O)ccc2c(=O)c1-c1ccccc1	-4%	-1%	-40%	11µM*	-15	0%
COc1ccc(N2CCc3c(C)nc4c(OC)cc(OC)cc4c32)cc1	-1%	13µM*	2%	-15%	-108*	7%
O=C(NCc1cc2ccccc2[nH]1)C1CCC(=O)N(CCCN2CCCC2=O)C1 (stereo unspecified)	-1%	11%	118%[activator]	1%	0	-34%
O=C(OCC(=O)N1CCCCCC1)c1cccc(Cl)c1	5%	6%	-13%	/	-3	5%
O=C(Cn1c(=O)oc2cc(Cl)ccc21)Nc1cccc(C(F)(F)F)c1	9%	/	/	/	?	6%
CC(C)Oc1ccc(C(=O)N2CCCc3ccccc32)cc1	-8%	-4%	10%	-1%	41	-11%
CCN1CCN(CCOc2cccc(Oc3ccccc3)c2)CC1	1%	?	38%	?	17	/
Cc1nc(CC(=O)NNS(=O)(=O)c2ccc3ccccc3c2)cs1	?	11%	-22%	7%	4	-3%
CC(=O)NCCC(=O)Nc1cc(S(=O)(=O)N2CCCCC2)ccc1N1CCN(C)CC1	-4%	7%	-10%	/	-14	?
N#Cc1ccc(-c2ccc(OCC3CNC(=O)O3)cc2)cc1 (stereo unspecified)	5%	?	-2%	-16%	-18	2%
CCOC(=O)C(=CN(CCc1ccccc1)CC(=O)OC)C(=O)OCC	?	1%[8.37 µM]	19%	-2%	-23	-2%
O=C(COC(=O)c1nn(-c2ccccc2C(F)(F)F)cc1O)c1ccc(OC(F)F)cc1	-17%	7%	-34%	/	10	-3%
CC(=O)N1CCc2cc(Br)cc(S(=O)(=O)CCC(=O)NCCc3ccc(Cl)cc3)c21	?	/	/	/	-24	-2%

Next entries.
SMILES	AmpC detergent	HCV inhibitor	AmpC inh no detg	Giardia FBPA inh	HCMV antiviral	Sm TGR block
O=C(N/N=C/c1ccc([N+](=O)[O-])s1)C(O)c1ccccc1 (stereo unspecified)	7%	7.1µM*	-5%	?	-91*	32µM*
CC12CCCCC1(O)[N+](=O)C1=C(CCCC1)N2[O-] (stereo unspecified)	-24%	26%	-7%	?	37	?
Cc1cc(NC(=O)c2ccc3c(c2)N(Cc2cccc(Cl)c2)C(=O)c2ccccc2S3=O)ccc1Br (stereo unspecified)	10%	/	/	/	-4	0%
CCOC(=O)C1=C(C)NC(=O)C1(NC(=O)c1cccnc1)C(F)(F)F (stereo unspecified)	0%	18%	-21%	0%	2	-7%
COC(=O)COc1ccc(S(=O)(=O)N2CCOCC2)cc1	-10%	17%	-15%	-1%	-5	-23%
CCc1nnc(NC(=O)CCC(=O)N2CCN(Cc3ccc(Cl)cc3)CC2)s1	3%	?	90%[activator]	5%	-15	-14%
Cc1ccc(OCC(=O)OCC(=O)c2cccc([N+](=O)[O-])c2)cc1C	3%	9%	-1%	/	19	-5%
O=C(N1CCNCC1)N1CCOCC1	-4%	/	-13%	2%	/	?
CCCCn1c(-c2ccc(OC)cc2)nc2c(=O)n(C)c(=O)[nH]c21	-2%	10%	-3%	-29%	-7	-5%
CC(=O)Oc1ccc(/C=C2/Oc3ccccc3C2=O)cc1	0%	17%	-14%	0%	47	17%
O=C(COc1ccc(S(=O)(=O)Nc2ccc(Cl)cc2)cc1)N1CCOCC1	3%	/	35%	/	-9	0%
O=C1c2ccccc2C(=O)N1CC1c2ccccc2CCN1S(=O)(=O)c1ccccc1 (stereo unspecified)	-2%	?	-12%	-9%	-39	-20%
CC(C)c1ccc2[nH]c(O)c(N=NC(=O)c3cccc(S(=O)(=O)Nc4ccccc4Cl)c3)c2c1	-6%	3%	-23%	1%	-26	0%

For convenience, part of the list above:
SMILES	AmpC detergent	HCV inhibitor	AmpC inh no detg	Giardia FBPA inh	HCMV antiviral	Sm TGR block
O=C(COc1ccc(S(=O)(=O)Nc2ccc(Cl)cc2)cc1)N1CCOCC1	3%	/	35%	/	-9	0%
O=C1c2ccccc2C(=O)N1CC1c2ccccc2CCN1S(=O)(=O)c1ccccc1 (stereo unspecified)	-2%	?	-12%	-9%	-39	-20%
CC(C)c1ccc2[nH]c(O)c(N=NC(=O)c3cccc(S(=O)(=O)Nc4ccccc4Cl)c3)c2c1	-6%	3%	-23%	1%	-26	0%
